D2 PAM: D2 dopamine receptor (human) potentiation | 340,000 compounds, 0.34% hits | potentiation, % at 10 µM | AID 485347 | HEK293 T-REx D2, calcium flux, EC20 dopamine potentiation;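 active = potentiation over 3 SD above the plate norm, cut at about 30% in these data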; also: 0% is about no effect
Target sequence (P14416 whole entry, looked up): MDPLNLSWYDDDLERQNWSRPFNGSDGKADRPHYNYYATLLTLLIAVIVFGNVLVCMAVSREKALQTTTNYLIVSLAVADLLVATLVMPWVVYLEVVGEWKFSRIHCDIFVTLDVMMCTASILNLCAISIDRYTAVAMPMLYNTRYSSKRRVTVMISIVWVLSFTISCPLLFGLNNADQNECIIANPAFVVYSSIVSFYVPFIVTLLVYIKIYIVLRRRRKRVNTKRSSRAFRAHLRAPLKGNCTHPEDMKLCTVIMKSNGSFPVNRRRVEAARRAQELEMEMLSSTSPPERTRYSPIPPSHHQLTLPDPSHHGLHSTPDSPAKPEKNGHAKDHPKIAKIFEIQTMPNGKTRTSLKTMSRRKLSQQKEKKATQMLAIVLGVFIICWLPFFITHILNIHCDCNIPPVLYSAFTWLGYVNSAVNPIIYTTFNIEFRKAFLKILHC
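Primary screen. Calcium kinetics in induced HEK293 T-REx D2 cells: compound pre-addition 180 s, EC20 dopamine, 180 s more.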
D2 agonist: D2 dopamine receptor (human) agonism; P14416; HEK293 T-REx D2 cells, calcium flux agonist mode; activation, % at 2 µM; 340,000 compounds, 0.53% hits; AID 485358;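 active = activation over 3 SD above normal in the single-dose calcium agonist read, cut at about 30% in these data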; also: 0% is about no effect
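Agonism is scored from calcium flux in a force-coupled, inducible HEK293 cell line expressing D2, read kinetically for 180 s after compound addition against dopamine controls.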
TRHR enhancer: allosterically enhances the human TRH receptor; P34981; TRHR cells, fluo-8 calcium fluorescence, EC20 TRH enhancement; AID 493056; 360,000 compounds, 0.66% hits; enhancement, % at 2 µM; in the data active = enhancement above about 30%; also: 0% is about no effect
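Enhancer read-out: after compound pinning and an initial kinetic agonist-mode read, an EC20 of TRH (10 nM final) was injected and fluo-8 calcium signal (Ex 480/Em 530) followed at 1 s/cycle for 100 cycles in TRHR-expressing cells.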
D2 antag: D2 dopamine receptor (human) antagonism. P14416. HEK293 TREx D2 cells, calcium flux, dopamine EC80. inhibition, % at 10 µM. 340,000 compounds, 2% hits; in the data active = inhibition above about 30%; also: 0% is about no effect
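Cells plated overnight at 30 C with tetracycline; no-wash calcium dye, 30–90 min RT; 10 s baseline; compound pinned; 180 s read; EC80 dopamine added; another 180 s read.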
D1 PAM: potentiators of human D1 dopamine receptor | AID 504651 | HEK293 TREx D1 cells, calcium flux, dopamine EC20 potentiation | 360,000 compounds, 0.036% hits | potentiation, % at 10 µM | P21728; in the data active = potentiation above about 30%; also: 0% is about no effect
Target sequence (P21728 whole entry, looked up): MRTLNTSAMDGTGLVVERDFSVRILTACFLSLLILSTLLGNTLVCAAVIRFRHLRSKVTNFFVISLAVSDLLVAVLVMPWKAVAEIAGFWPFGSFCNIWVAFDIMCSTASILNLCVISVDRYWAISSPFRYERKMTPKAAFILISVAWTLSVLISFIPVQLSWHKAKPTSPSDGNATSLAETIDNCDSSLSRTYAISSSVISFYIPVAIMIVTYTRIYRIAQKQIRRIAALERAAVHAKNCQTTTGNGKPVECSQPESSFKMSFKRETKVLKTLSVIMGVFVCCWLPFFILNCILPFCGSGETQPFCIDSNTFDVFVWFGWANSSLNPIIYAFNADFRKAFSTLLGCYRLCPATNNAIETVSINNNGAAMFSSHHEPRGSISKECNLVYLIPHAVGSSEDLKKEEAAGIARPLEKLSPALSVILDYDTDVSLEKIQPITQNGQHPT
D1 antagonist: antagonists of human D1 dopamine receptor | HEK293 TREx D1 cells, calcium flux, dopamine EC80; active compounds read low | activity change, negative = inhibition, % at 10 µM | 360,000 compounds, 3.2% hits | AID 504652; in the data active = activity change below about -30%; also: % is scaled to controls: 0 for no effect and ±100 for the full control effect
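Antagonism measured as reduced calcium response to an EC80 dopamine addition following 180 s compound pre-read; cells were inducible HEK293 Trex D1 plated overnight at 30 C, read kinetically at 1 cycle/sec.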
TRHR agonist: activates the human TRH receptor. TRHR cells, calcium flux fluo-8, FDSS agonist mode. activation, % at 2 µM. 360,000 compounds, 0.18% hits. AID 493084; also: 0% is about no effect
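TRHR-expressing cells, plated overnight in medium with 10% serum, were loaded with fluo-8 calcium dye at room temperature. After a 10 s baseline, library compound was pin-added and calcium release was recorded kinetically (ex 480/em 530) as agonist response.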
D1 ag: agonists of human D1 dopamine receptor; 360,000 compounds, 1% hits; P21728; activation, % at 2 µM; HEK293 T-REx D1 cells, calcium flux, agonist mode; also: 0% is about no effect
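Inducible HEK293 T-REx D1 cells, force-coupled to calcium signalling, were plated at 4000 cells/well with tetracycline and held overnight at 30 C. After no-wash calcium dye loading, compound-evoked calcium rise over 180 s flagged agonists.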
RXFP1 antagonist: antagonists of human relaxin receptor RXFP1 | HEK293-RXFP1, relaxin-stimulated cAMP HTRF, 30 min; active compounds read low | Q9HBX9 | 350,000 compounds, 0.59% hits | activity change, negative = inhibition, % at 57.5 µM | AID 1259400;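 active = activity change of -60% or lower, but not beyond a set lower limit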; also: % is scaled to controls: 0 for no effect and ±100 for the full control effect
An asterisk follows results filed as active; . = no result given. Rule as the data show it, unless noted: active = activation above about 30%; inactive = the rest. Rows are unselected; any-hit rate near 7.3%.

SMILES | D2 PAM | D2 agonist | TRHR enhancer | D2 antag | D1 PAM | D1 antagonist | TRHR agonist | D1 ag | RXFP1 antagonist
C[C@H](NC(=O)c1cc2cc(Cl)ccc2n1C)C(=O)N[C@@H](C(=O)O)c1ccccc1 | -4 | 0.1 | -2 | 17 | -3 | 2 | 0.6 | 1 | 10
O=C(NCc1ccc(Cl)cc1)c1ccc(NC(=O)N2CC3CCCN3c3ccccc32)cc1 (configuration not stated) | -6 | -0.4 | 9 | . | -2 | -2 | 0.6 | 3 | -4
Cc1occc1-c1nnc(SCC(=O)N(C)CCC#N)n1N | -1 | 0.2 | 4 | 10 | -1 | -17 | -0.1 | 0 | 2
Nc1c(C(=O)Nc2ccc(Br)cc2)sc2nc(-c3ccco3)ccc12 | 2 | 2.3 | -2 | 0 | -9 | -12 | 2.6 | 12 | 12
COc1cccc(CNS(=O)(=O)c2ccc3c(c2)N(C(C)=O)CCS3)c1 | -1 | 2.3 | 0 | 1 | -2 | 3 | 0.9 | 13 | -2
O=C(CN1CCCCCC1)Nc1ccc(Br)cc1 | -23 | 1.8 | -4 | 77* | -3 | -23 | 3.6 | 2 | 3
COc1ccc(/C=N/NC(=O)c2cccc([N+](=O)[O-])c2)c2ccccc12 | -7 | 0.0 | -3 | 7 | -4 | 6 | -0.1 | -1 | 3
CC(C)CC(=O)c1c[nH]c(C(=O)NCC2CCCO2)c1 (configuration not stated) | 4 | -1.7 | -16 | 0 | -4 | -13 | -0.1 | 3 | -1
Cc1c(C(=O)Oc2ccc(Cl)cc2)n(C)oc1=O | 10 | 0.4 | -2 | 15 | -2 | 4 | 0.0 | 2 | 7
COc1ccc(C2=C(N3CCN(c4cc(C)ccc4C)CC3)c3ccccc3C2=O)cc1 | . | -0.1 | -4 | . | -4 | 4 | -0.3 | 1 | -3

Next section; the last 6 above are carried over.
SMILES | D2 PAM | D2 agonist | TRHR enhancer | D2 antag | D1 PAM | D1 antagonist | TRHR agonist | D1 ag | RXFP1 antagonist
COc1cccc(CNS(=O)(=O)c2ccc3c(c2)N(C(C)=O)CCS3)c1 | -1 | 2.3 | 0 | 1 | -2 | 3 | 0.9 | 13 | -2
O=C(CN1CCCCCC1)Nc1ccc(Br)cc1 | -23 | 1.8 | -4 | 77* | -3 | -23 | 3.6 | 2 | 3
COc1ccc(/C=N/NC(=O)c2cccc([N+](=O)[O-])c2)c2ccccc12 | -7 | 0.0 | -3 | 7 | -4 | 6 | -0.1 | -1 | 3
CC(C)CC(=O)c1c[nH]c(C(=O)NCC2CCCO2)c1 (configuration not stated) | 4 | -1.7 | -16 | 0 | -4 | -13 | -0.1 | 3 | -1
Cc1c(C(=O)Oc2ccc(Cl)cc2)n(C)oc1=O | 10 | 0.4 | -2 | 15 | -2 | 4 | 0.0 | 2 | 7
COc1ccc(C2=C(N3CCN(c4cc(C)ccc4C)CC3)c3ccccc3C2=O)cc1 | . | -0.1 | -4 | . | -4 | 4 | -0.3 | 1 | -3
O=C(Cn1cncn1)N1CCN(c2ccc(F)cc2)CC1 | -3 | 0.5 | 5 | -4 | 3 | 8 | 0.2 | 2 | 0
Cc1ccc[n+](/C(=C\C(=C=[N-])C#N)C(=O)c2ccc(Cl)cc2)c1 | -2 | -0.1 | -1 | 7 | -2 | 3 | 0.3 | 3 | -1
Cc1cc(NC(=O)COc2ccccc2)cc(-c2nc3ccccc3o2)c1O | -7 | -0.1 | 1 | . | -1 | -3 | 1.2 | -1 | .
Cc1ccc(Cl)cc1NC(=O)Cn1cccc1 | -5 | -0.8 | -7 | 7 | -1 | 1 | -0.1 | -1 | 1
CC1CCCN(CCCNC(=O)C2CC(=O)N(CCc3ccccc3)C2)C1 (configuration not stated) | 22 | 0.1 | -1 | -8 | -6 | -12 | 1.2 | 1 | -4
O=C(COC(=O)c1n[nH]c(=O)c2ccccc12)NC1CCCCC1 | 10 | 0.7 | 2 | -32 | -6 | 15 | 0.1 | 1 | 4
Nc1nc(-c2ccccc2)cn1/N=C/c1ccccc1 | 11 | 0.3 | 13 | 7 | 2 | 7 | 0.5 | 1 | -1
CCN1CCN(CCOc2ccccc2OCc2ccccc2)CC1 | -19 | -0.3 | 6 | 26 | -1 | -32* | 0.1 | 4 | -4
CC1CCN(CC(=O)Nc2nc(-c3ccccc3)cs2)CC1 | 9 | -1.6 | -1 | -4 | -3 | -1 | 0.0 | -2 | 0
CCOc1ncccc1C(=O)Nc1ccc(Cl)c(S(=O)(=O)N2CCCC2)c1 | 3 | -1.6 | -6 | -12 | -10 | -4 | -0.9 | 9 | -5
O=C(Oc1cccc(Nc2ncnc3ccccc23)c1)c1cccnc1 | . | . | 4 | . | -3 | -25 | -0.2 | 13 | -18
CN(C)c1ccc(C(=O)OCC(=O)NCCNC(=O)COC(=O)c2ccc(N(C)C)cc2)cc1 | 1 | 0.0 | 18 | -7 | -8 | -5 | 0.1 | 10 | -11
CCOc1ccc(-n2c(SCC(N)=O)nnc2-c2ccco2)cc1 | 13 | 0.8 | -5 | 10 | 4 | 10 | 0.8 | 1 | -11
CCOC(=O)c1ccc(NC(=O)CN2CCN(CCN=CC3=C(O)CC(C)(C)CC3=O)CC2)cc1 | -11 | 0.6 | -3 | 8 | -5 | -1 | 0.4 | -1 | -6
COC(=O)c1ccc(NC(=O)Nc2nnc(N(C)C3CCCCC3)s2)cc1 | 1 | 1.4 | -1 | . | 3 | -55* | -0.4 | -1 | -16
CCc1ccc(NS(=O)(=O)c2ccc3[nH]c(=O)[nH]c3c2)cc1 | -6 | 0.5 | 8 | 14 | 1 | -20 | 0.4 | 1 | 3
CCCCCNCc1ccc(Br)cc1 | -19 | 0.1 | 1 | 8 | -1 | -17 | 1.0 | 8 | -9
Cc1ccc(OCCC(=O)NNC(=O)c2cc(C)oc2C)cc1 | 13 | 0.5 | 20 | -6 | 2 | 5 | -0.3 | 4 | 13
NS(=O)(=O)c1cccc(-n2cnnn2)c1 | -7 | -0.7 | -1 | 1 | -6 | -8 | -0.9 | 3 | -2
O=C(Nc1cc(F)ccc1F)C1CCN(C(=O)c2cnn(-c3ccccc3)c2-n2cccc2)CC1 | 2 | . | -1 | . | -2 | -1 | -1.4 | 3 | .
O=c1c2cn(Cc3ccc(F)cc3)c3ccccc3c-2nn1Cc1ccc(F)cc1 | -6 | 0.0 | 9 | -6 | 3 | 2 | -0.7 | -1 | 3
Cc1ccc(NC(=S)NCc2ccc3c(c2)cc(C)n3C)c(C)c1 | -2 | 5.7 | 3 | -3 | -13 | -11 | -0.2 | 4 | 1
O=C(NCCC1=CCCCC1)C1CCN(S(=O)(=O)N2CCCC2)CC1 | 7 | 0.7 | -3 | 0 | -3 | 10 | 0.4 | 2 | 3
Cc1ccc(NS(=O)(=O)c2ccc(CCC(=O)N3CCCC3)cc2)cc1 | -4 | 0.1 | 1 | -5 | -9 | 8 | 1.0 | 17 | 1
O=C(N/N=C/c1coc2ccccc2c1=O)c1ccncc1 | . | . | 4 | . | 1 | 4 | -0.2 | 0 | 7
COc1ccc(-n2c(C)cc(/C=C3\C(=N)N4N=C(CC(=O)N5CCOCC5)SC4=NC3=O)c2C)cc1 | -5 | -2.0 | 0 | 0 | 7 | -8 | -1.0 | 12 | -8
Cc1ccccc1OCCSc1nc2ccccc2n1CCC(=O)O | -2 | 0.6 | 21 | 18 | -1 | 2 | -0.1 | 3 | -3
Cc1ccccc1C(C(=O)NC1CCCCC1)N(C(=O)CNC(=O)c1ccco1)c1cccnc1 (configuration not stated) | -2 | 1.0 | -4 | 13 | 1 | 1 | -0.8 | 2 | 10
Cc1ccc(CCN2CC(C(=O)NCCCN3CCN(C)CC3)CC2=O)cc1 (configuration not stated) | 2 | 0.5 | -2 | 1 | -4 | 13 | 0.4 | 3 | .
COc1ccc(OCc2cc(C(=O)NCCN3CCCC(O)C3)no2)c(Cl)c1 (configuration not stated) | 1 | -0.9 | 0 | -2 | -7 | -12 | 0.0 | 7 | -3
Cc1ccc(C)c(NC(=O)Cn2nnc(C(=O)NCCc3ccccc3)c2N)c1 | 1 | 0.5 | 7 | . | 2 | -3 | 1.3 | 1 | 11
CC1(C)c2ccccc2-n2c1cc1oc(=O)cc(O)c1c2=O | 3 | -0.2 | -3 | 8 | 2 | 5 | 0.0 | 1 | -10
CCCC(=O)Nc1ccc(Br)c(Cl)c1 | 8 | -0.6 | 15 | -30 | -7 | -14 | 0.0 | 7 | -6
CCOC(=O)c1cc(-c2ccc(C#N)cc2)nc2c1c(C)nn2CCC#N | 1 | . | 1 | . | -5 | 7 | 0.4 | 1 | 0
CCN=C1SC(C(=O)NCCc2ccccc2)CC(=O)N1CC (configuration not stated) | 6 | -0.4 | 9 | -20 | -5 | -7 | -2.1 | 7 | 6
CCCCNc1cc(C)nc(N2CCOCC2)n1 | -6 | -0.2 | -4 | -8 | -6 | -2 | -0.3 | 1 | -8
Cc1ccc(S(=O)(=O)N(CC(=O)N2CCC(C)CC2)c2ccccc2)cc1 | -2 | -0.3 | 1 | -5 | -3 | -4 | -0.4 | 13 | -1
Cc1cc(C)cc(N(CC(=O)NC2CCC(C)CC2)S(=O)(=O)c2c(C)[nH]c(=O)[nH]c2=O)c1 (configuration not stated) | 1 | 0.5 | -4 | 0 | -1 | -1 | -0.6 | 0 | -1
COc1ccc(CNC(=O)C(C)n2c(=O)cc(C)c3c(C)nn(-c4ccccc4)c32)cc1 (configuration not stated) | 9 | -0.6 | 0 | . | -6 | -54* | -0.3 | -1 | 3
CCN(c1ccccc1)S(=O)(=O)c1ccc(C(=O)Nc2nnc(COC)o2)cc1 | 22 | -0.5 | -1 | -19 | 3 | -11 | 0.1 | 2 | -14
COc1cc(Cn2c(=O)oc3ccc(C)cc32)ccc1OCCC(C)C | . | 1.2 | 1 | . | -8 | 10 | 3.4 | 15 | .
CCC(=O)Nc1ccc(NC(=O)CSc2nnnn2-c2ccc(OC)cc2)cc1 | -2 | 0.6 | 4 | -6 | 0 | 19 | -0.1 | 4 | 0
Cc1nc([N+](=O)[O-])cn1CC(=O)c1ccc(OC(F)(F)F)cc1 | -12 | 1.5 | -12 | -4 | 0 | 0 | 0.4 | 3 | -13
CN(C)S(=O)(=O)c1ccc(S(=O)(=O)Nc2ccc3c(c2)oc2ccccc23)cc1 | . | . | -5 | . | 2 | -5 | 0.6 | -2 | -18
COc1cccc(C(=O)Nc2cc(C)nn2-c2ccccc2)c1OC | -5 | 0.1 | -7 | -13 | -6 | -8 | -1.1 | 3 | -11
NC(=O)C[C@@H]1N[C@]2(C(=O)Nc3ccccc32)[C@@H]2C(=O)N(C3CCCCC3)C(=O)[C@H]12 | -5 | -0.8 | 0 | -15 | -5 | 1 | 1.2 | 0 | -10
COc1ccc(NC(=O)c2ncoc2-c2ccco2)cc1Cl | 9 | 0.9 | 1 | . | 3 | -5 | -1.0 | 1 | .
COc1cc(/C=C2/SC(=S)N(CC(=O)O)C2=O)ccc1OC(=O)c1cccs1 | 5 | -0.2 | 1 | -10 | 0 | 7 | 1.1 | 3 | -4

Screening results deposited in PubChem by National Center for Advancing Translational Sciences (NCATS).
